AID inh – Primary qHTS assay for inhibitors of Activation Induced Cytidine Deaminase (AID): AID signal | Single-stranded DNA cytosine deaminase (Homo sapiens), Q9GZX7 | AID deamination FRET fluorescence, UDG-coupled, 4 h | Potency, µM (top dose mostly 115 µM), for the others: at the top dose activity change, negative = inhibition, most hits filed as inhibitors | actives 0.32% (n = 91,000) | AID 1347428, 2020; also: nearly all actives have a fitted effect of over 25% in size
Target sequence (Q9GZX7 whole entry, looked up): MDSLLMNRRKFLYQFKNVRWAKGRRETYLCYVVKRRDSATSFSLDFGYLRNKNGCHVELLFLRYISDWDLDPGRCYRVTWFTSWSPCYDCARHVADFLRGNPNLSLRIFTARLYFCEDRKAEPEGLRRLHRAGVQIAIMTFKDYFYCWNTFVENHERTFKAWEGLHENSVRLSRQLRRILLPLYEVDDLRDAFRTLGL
UDG counterscr – Primary qHTS assay for inhibitors of Activation Induced Cytidine Deaminase (AID): UDG Counterscreen signal | Potency, µM (top dose mostly 115 µM), inactives show top-dose activity change, negative = inhibition, usual class: inhibitors | Uracil-DNA glycosylase | AID 1347430, 2020 | actives 0.14% (n = 91,000) | FRET deamination/UDG coupled assay, UDG read, 4 h; also: nearly all actives have a fitted effect of over 65% in size
An asterisk follows results filed as active; [ ] = remark or other dose. Calls follow the shape of the dose curve; as a rule, active = well fitted curve in the direction sought with a large enough effect; inconclusive = small, poorly fitted or top-dose-only effect, or another doubt; inactive = no such curve, though single readings can be large; an effect the other way counts as inactive or inconclusive. % is scaled to controls: 0 for no effect and ±100 for the full control effect; potency is read from the fitted curve at half-maximal effect. Some of the compounds tested, so the mix of outcomes need not match the whole.

A first look:
For CC(NC(=O)NC(C(N)=O)C(N)=O)c1ccccc1C(F)(F)F (stereo not drawn) the results were AID inh -4% and UDG counterscr -7%.
Screening Cc1c(C)n(Cc2ccccc2)c2ccc(C(=O)NCc3ccco3)cc12 returned AID inh 1% and UDG counterscr 20%.
Screening Cc1cc(C(=O)NCCc2ccccn2)c(C)s1 returned AID inh 3% and UDG counterscr -2%.
Screening CCONC(=O)CNC(=O)c1ccccc1 returned AID inh -1% and UDG counterscr -2%.
Screening COc1ccc(NC(=O)N2c3ccc(OC)cc3C(C)=CC2(C)C)cc1 returned AID inh -7% and UDG counterscr -10%.
Screening Cc1ccc(N2C(=O)CC(c3cccs3)C3=C2CCCC3=O)cc1 (stereo not drawn) returned AID inh -2% and UDG counterscr -3%.
`NC(=S)N/N=C/c1ccc([N+](=O)[O-])s1` gave AID inh -9% and UDG counterscr -19%.
For COCCNC(=O)c1ccc(-c2nc(CS(=O)c3ccc(C)cc3)c(C)o2)cc1 (stereo not drawn) the results were AID inh -9% and UDG counterscr 9%.
`O=C(/C=C/c1ccc(-c2cc(Cl)ccc2Cl)o1)c1ccc(F)cc1` gave AID inh -6% and UDG counterscr -12%.
For Cc1ccccc1CSc1nc2nc[nH]c2c(=O)[nH]1 the results were AID inh 2% and UDG counterscr 3%.
CC(C)CCNC(=O)c1c2c(nc3ccccc13)C(=O)N(C1CCCCC1)C2 was read as AID inh -3% and UDG counterscr 18%.
`Cc1cc(C)cc(NC(=O)C(NS(=O)(=O)c2cccc3nsnc23)c2ccccc2)c1` (stereo not drawn) gave AID inh 28% and UDG counterscr -2%.
N#Cc1nc(-c2ccccc2F)oc1NC1CCCCC1 was read as AID inh -12% and UDG counterscr -9%.
For Cc1ccccc1-c1nc(C#N)c(NCCN(C)C)o1 the results were AID inh -1% and UDG counterscr -6%.
`CC(O)CNC(=O)C(=O)Nc1sc2c(c1C#N)CC(C)(C)OC2` (stereo not drawn) gave AID inh 2% and UDG counterscr -1%.
O=C(O)C(Cc1cccs1)c1ccccc1 (stereo not drawn) was read as AID inh 18% and UDG counterscr -11%.

The list itself, repeating the preview:
For CC(NC(=O)NC(C(N)=O)C(N)=O)c1ccccc1C(F)(F)F (stereo not drawn) the results were AID inh -4% and UDG counterscr -7%.
Screening Cc1c(C)n(Cc2ccccc2)c2ccc(C(=O)NCc3ccco3)cc12 returned AID inh 1% and UDG counterscr 20%.
Screening Cc1cc(C(=O)NCCc2ccccn2)c(C)s1 returned AID inh 3% and UDG counterscr -2%.
Screening CCONC(=O)CNC(=O)c1ccccc1 returned AID inh -1% and UDG counterscr -2%.
Screening COc1ccc(NC(=O)N2c3ccc(OC)cc3C(C)=CC2(C)C)cc1 returned AID inh -7% and UDG counterscr -10%.
Screening Cc1ccc(N2C(=O)CC(c3cccs3)C3=C2CCCC3=O)cc1 (stereo not drawn) returned AID inh -2% and UDG counterscr -3%.
`NC(=S)N/N=C/c1ccc([N+](=O)[O-])s1` gave AID inh -9% and UDG counterscr -19%.
For COCCNC(=O)c1ccc(-c2nc(CS(=O)c3ccc(C)cc3)c(C)o2)cc1 (stereo not drawn) the results were AID inh -9% and UDG counterscr 9%.
`O=C(/C=C/c1ccc(-c2cc(Cl)ccc2Cl)o1)c1ccc(F)cc1` gave AID inh -6% and UDG counterscr -12%.
For Cc1ccccc1CSc1nc2nc[nH]c2c(=O)[nH]1 the results were AID inh 2% and UDG counterscr 3%.
CC(C)CCNC(=O)c1c2c(nc3ccccc13)C(=O)N(C1CCCCC1)C2 was read as AID inh -3% and UDG counterscr 18%.
`Cc1cc(C)cc(NC(=O)C(NS(=O)(=O)c2cccc3nsnc23)c2ccccc2)c1` (stereo not drawn) gave AID inh 28% and UDG counterscr -2%.
N#Cc1nc(-c2ccccc2F)oc1NC1CCCCC1 was read as AID inh -12% and UDG counterscr -9%.
For Cc1ccccc1-c1nc(C#N)c(NCCN(C)C)o1 the results were AID inh -1% and UDG counterscr -6%.
`CC(O)CNC(=O)C(=O)Nc1sc2c(c1C#N)CC(C)(C)OC2` (stereo not drawn) gave AID inh 2% and UDG counterscr -1%.
O=C(O)C(Cc1cccs1)c1ccccc1 (stereo not drawn) was read as AID inh 18% and UDG counterscr -11%.
`CCCOC(=O)CSc1nnc2ccc3ccccc3n12` gave AID inh -4% and UDG counterscr 2%.
For Cc1ccc2[nH]c3c(=S)nc[nH]c3c2c1 the results were AID inh 23% and UDG counterscr 0%.
Screening COC(=O)c1cccc(OC(=O)c2ccccc2Cl)c1 returned AID inh -2% and UDG counterscr 5%.
For O=C(Nc1cc(C(F)(F)F)ccc1Cl)c1cnn(-c2ccccc2)c1-n1cccc1 the results were AID inh -18% and UDG counterscr -2%[57.5 µM].
Screening CC1CN(C(=O)CCC(=O)NCc2cccs2)c2ccccc2O1 (stereo not drawn) returned AID inh 20% and UDG counterscr 4%.
For Cc1nc(N2CCCC2)c2c(C(=O)N3CCN(c4cccc(Cl)c4)CC3)c(C)oc2n1 the results were AID inh -30% and UDG counterscr -5%.
`C=Cc1ccc(Cn2c(C(=O)O)c(CNC3CCCC3)c3ccc(C)cc32)cc1` gave AID inh -11% and UDG counterscr 1%[57.5 µM].
For CCCC(=O)Nc1cccc(OCc2cc(=O)n3cccc(C)c3n2)c1 the results were AID inh 9% and UDG counterscr 6%.
Screening CCC12CN3CC(C)(CN(C1)C3c1c[nH]c3ccccc13)C2=O (stereo not drawn) returned AID inh 0% and UDG counterscr -4%.
O=C(Nc1ccc(F)cc1)C1CCCN(c2ncnc3c2nc2n3CCCCC2)C1 (stereo not drawn) was read as AID inh -13% and UDG counterscr 2%.
`CCCCCn1c(CN2CCN(c3ccc(OC)cc3)CC2)nc2c1c(=O)[nH]c(=O)n2C` gave AID inh -2% and UDG counterscr -9%.
`Cc1ccccc1NC(=O)c1ccccc1NC(=O)c1ccccc1Cl` gave AID inh -8% and UDG counterscr 2%[57.5 µM].
Screening CSC(=O)c1ccccn1 returned AID inh -4% and UDG counterscr 0%.
Screening Cc1ccc(-c2onc(C)c2C)cc1S(=O)(=O)NCc1ccc(N(C)C)cc1 returned AID inh -5% and UDG counterscr -4%.
COc1ccc(N2CCN(c3ncnc4c3cnn4C)CC2)cc1 was read as AID inh -21% and UDG counterscr 2%[57.5 µM].
For Cc1c(Cl)cccc1-n1ncc(C(=O)NC2CCCCC2)c1C1CCN(C(=O)OC(C)(C)C)CC1 the results were AID inh inconclusive and UDG counterscr -12%.
CC(C(=O)NC1CCN(Cc2ccccc2)CC1)N1Cc2ccccc2C1=O (stereo not drawn) was read as AID inh 5% and UDG counterscr 0%.
For CCCCCCn1nc(C(=O)OCC(=O)N(C)c2ccccc2)c2ccccc2c1=O the results were AID inh -8% and UDG counterscr 6%.
For CCOc1ccccc1CNC(=O)c1ncoc1-c1cccs1 the results were AID inh -20% and UDG counterscr -11%.
For O=C(COc1ccc(Cl)cc1)N(Cc1ccco1)Cc1ccco1 the results were AID inh inconclusive and UDG counterscr -3%[57.5 µM].
For Cc1cccn2c(=O)cc(COc3ccc(NC(=O)C(C)Oc4ccccc4)cc3)nc12 (stereo not drawn) the results were AID inh inconclusive and UDG counterscr inconclusive.
Screening CCc1ccc(-n2c(=O)c3sc4ccccc4c3n(Cc3cccc(F)c3)c2=O)cc1 returned AID inh 5% and UDG counterscr 0%.
Screening Cc1ccc(C(=O)NC(Nc2cc(C)ccc2C)C(Cl)(Cl)Cl)cc1 (stereo not drawn) returned AID inh -13% and UDG counterscr -3%.
`CCc1ccc(NC(=O)CC2C(=O)N(c3cccc(OC)c3)C(=O)N2Cc2ccco2)cc1` (stereo not drawn) gave AID inh 9% and UDG counterscr 1%[57.5 µM].
For CC(=O)N1CCc2cc(S(=O)(=O)NC(Cc3ccccc3)C(=O)NCc3ccc(C)cc3)ccc21 (stereo not drawn) the results were AID inh -5% and UDG counterscr 0%.
For CCOc1ccc(NC(=O)C(CC)n2nc(C)c3c(C)n(-c4ccccc4)nc3c2=O)cc1 (stereo not drawn) the results were AID inh -6% and UDG counterscr -15%.
`CCc1ccc(Sc2cc(C(=O)O)c3ccccc3n2)cc1` gave AID inh -16% and UDG counterscr -3%.
CCOC(=O)C1CCN(C(c2ccc(SC)cc2)c2c(O)cc(C)n(Cc3ccco3)c2=O)CC1 (stereo not drawn) was read as AID inh -7% and UDG counterscr 58%[activator].
For Cc1cccc(C)c1OCC(=O)N(Cc1ccccc1F)C1CCS(=O)(=O)C1 (stereo not drawn) the results were AID inh -3% and UDG counterscr inconclusive.
`CCNC(=O)Cn1nc(C)c2c(C(=O)OC)cc(C3CC3)nc21` gave AID inh -1% and UDG counterscr -1%.
For Cc1nn(CCCC(=O)NCc2cccc(Cl)c2)c(=O)c2c1sc1ccccc12 the results were AID inh 26% and UDG counterscr -3%.
Screening Cc1cc(C)cc(NC(=O)C2CCN(S(=O)(=O)c3cccc(-c4noc(C)n4)c3)CC2)c1 returned AID inh -18% and UDG counterscr -5%.
Screening Cc1ccccc1CNC(=O)CCc1cn(Cc2ccccc2C)c2ccccc12 returned AID inh 2% and UDG counterscr 1%.
`CC1(C)C2CCC1(C(=O)Nc1ccccc1)C(=O)C2` (stereo not drawn) gave AID inh -2% and UDG counterscr -4%.
CC(NC(=O)c1ccc2c(c1)NC(=O)CS2)c1ccc(F)cc1F (stereo not drawn) was read as AID inh 0% and UDG counterscr 4%.
Screening CCc1ccc(C(C)NC(=O)CC23CC4CC(CC(C4)C2)C3)cc1 (stereo not drawn) returned AID inh 7% and UDG counterscr 7%.
Screening C/C(=N/NC(=S)NCc1ccccc1)c1ccncc1 returned AID inh -9% and UDG counterscr -1%.
Screening O=C(NC(NC(=O)c1ccccc1)C(Cl)Cl)c1ccccc1 returned AID inh 7% and UDG counterscr 6%.
CNC(=O)C1CCCN(c2nnc(C)c3c(C)n(-c4ccccc4)nc23)C1 (stereo not drawn) was read as AID inh 14% and UDG counterscr -12%.
For Cc1ccc(I)c(C(=O)NC(C)(C)C)c1 the results were AID inh -5% and UDG counterscr -6%.
For Cc1nnc2ccc(SCC(=O)Nc3cccc(Cl)c3Cl)nn12 the results were AID inh 10% and UDG counterscr -4%.
Screening COc1ccc2c(c1)Cc1sc(NC(=O)c3ccc(Cl)cc3)nc1-2 returned AID inh 32µM* and UDG counterscr -12%.
Screening Cc1ccc(F)cc1S(=O)(=O)NC(C)CN1CCOCC1 (stereo not drawn) returned AID inh 2% and UDG counterscr -7%.
COc1ccc(/C=C/c2nc3cc(C)ccc3s2)cc1OC was read as AID inh -2% and UDG counterscr -8%.
Screening COc1ccc(-c2nc(CSCC(=O)N3CCN(c4ccc(OC)cc4)CC3)c(C)o2)cc1 returned AID inh inconclusive and UDG counterscr -12%.
`CSc1nn(CCN(C)C)c2nc3sc4c(c3c(=O)n12)CCCCC4` gave AID inh 29% and UDG counterscr -12%.
Screening Cc1ccc(-c2cc(C(=O)N3CCOCC3C)n[nH]2)s1 (stereo not drawn) returned AID inh 4% and UDG counterscr 4%.
`CCOc1ccc(N(Cc2cc3cccc(C)c3[nH]c2=O)C(=O)C(C)C)cc1` gave AID inh -22% and UDG counterscr -4%.
`COc1cc(/C=C/C(=O)OC(C)C(=O)c2ccccc2)ccc1OCC#N` (stereo not drawn) gave AID inh 8% and UDG counterscr -1%.
For COc1ccccc1NC(=O)C(=O)NCC(c1cccnc1)N1CCN(c2ccccc2F)CC1 (stereo not drawn) the results were AID inh -9% and UDG counterscr -4%.
`CCOc1ccc(-n2c(=O)c3sc4ccccc4c3n(Cc3ccc(F)cc3)c2=O)cc1` gave AID inh -4% and UDG counterscr -10%.
For CCCOc1ccc(C(=O)Nc2c(C(=O)c3ccc(C)cc3)oc3ccccc23)cc1 the results were AID inh 15% and UDG counterscr 9%.
CCOc1ccc2nc(NC(=O)c3ccccc3)sc2c1 was read as AID inh 3% and UDG counterscr 4%.
For COc1ccc(C(=O)CCC(=O)Nc2cccc(C(C)=O)c2)cc1 the results were AID inh -13% and UDG counterscr -4%.
`CCCC(=O)N1CCC(C(=O)NCC2(c3ccc(F)cc3)CC2)CC1` gave AID inh 3% and UDG counterscr -5%.
CN(C)c1cccc(C(=O)OCc2ccc(C#N)cc2)c1 was read as AID inh -1% and UDG counterscr 9%.
Screening CN1CCN(c2oc(COc3ccc(Cl)cc3Cl)nc2C#N)CC1 returned AID inh 1% and UDG counterscr 7%.
CC(=O)c1cc(-c2ccccc2)n(CCC(=O)Nc2ccc(C)cc2C)c1C was read as AID inh 1% and UDG counterscr 9%.
COc1ccc(C(=O)OCc2ccc(Cl)cc2)c(OC)c1OC was read as AID inh 0% and UDG counterscr 8%.
`O=[N+]([O-])c1c(Nc2ccccc2)cc(Cl)c2nonc12` gave AID inh -15% and UDG counterscr -1%.
Screening c1ccc2c(CSC3=NCCCN3)cccc2c1 returned AID inh 0% and UDG counterscr 6%.
O=C(NCc1ccc2c(c1)OCO2)N1CCN(S(=O)(=O)c2ccccc2F)CC1 was read as AID inh -3% and UDG counterscr 6%.
For CCc1ccccc1NC(=O)Cn1c(=O)n(CCCCCC(=O)NCc2ccc(C)cc2)c(=O)c2sccc21 the results were AID inh 12% and UDG counterscr -9%.
CCc1ccccc1NC(=O)Nc1c(C)n(C)n(-c2ccccc2)c1=O was read as AID inh -4% and UDG counterscr -13%.
Screening CCN(CC)C(=O)CSc1nc2cc3c(cc2c(=O)n1CCCCCC(=O)NCCc1ccc(OC)c(OC)c1)OCO3 returned AID inh -8% and UDG counterscr -1%.

Screens (PubChem)
